# Compound activity from PubChem.
# HEK cytotox = kills HEK 293 cells. HEK 293 viability, ATP luminescence (CellTiter-Glo), 48-72 h. Potency, µM (top dose mostly 115 µM), inactives show at the highest dose activity change, negative = cytotoxicity, actives largely listed as inhibitors. 94,000 tested, 6.6% active. AID 1345083; also: potency is read from the fitted curve at half-maximal effect; nearly all actives have a fitted effect of over 60% in size
#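 Read-out: CellTiter-Glo ATP luminescence. Cells: HEK 293, 250 cells/well. Exposure: 48 or 72 hr, 37 degree Celsius.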
# SNCA expr inh = SNCA gene expression inhibition; 140,000 tested, 0.17% active; HEK-293 SNCA-luciferase knock-in, luminescence, 24 h; Potency, µM (highest dose often 57.2 µM), without a hit: at the top dose activity change, negative = inhibition, most hits filed as inhibitors;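 also: potency is read from the fitted curve at half-maximal effect; plate controls were DMSO cells for no effect and cell-free wells for full effect; nearly all actives have a fitted effect of over 45% in size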
# 3T3 cytotox = NIH 3T3 cell cytotoxicity; NIH 3T3 viability, CellTiter-Glo ATP luminescence, 48-72 h; Potency, µM (series often up to 96.7 µM), for the others: at the highest dose activity change, negative = cytotoxicity, most hits filed as inhibitors; 94,000 tested, 4.3% active; also: potency is read from the fitted curve at half-maximal effect; nearly all actives have a fitted effect of over 55% in size
#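 Cytotoxicity is measured as loss of cellular ATP: NIH 3T3 cells (400/well) are exposed to compound for 48 or 72 hr at 37 °C, then CellTiter-Glo luminescence is imaged after 10 min at room temperature.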
# HEK293 viab = cell viability loss counter-screen. Potency, µM (series often up to 57.1 µM), without a hit: at the top dose activity change, negative = cytotoxicity, hits mostly cytotoxic. HEK-293-SNCA-luc viability, GF-AFC fluorescence, 24 h. 150,000 tested, 0.12% active. AID 1671193;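 also: potency is read from the fitted curve at half-maximal effect; 0% = DMSO-treated cells and -100% = medium-only wells without cells; nearly all actives have a fitted effect of over 30% in size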
#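 Cytotoxicity counterscreen: after 24 h compound treatment of genome-edited SNCA-luciferase HEK-293 cells, live-cell protease substrate GF-AFC read by fluorescence after 30 min; activity scaled between DMSO (0%) and medium-only (-100%), curves Hill-fitted.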
# FLuc inh = Photinus pyralis luciferase inhibition | purified P. pyralis luciferase, luminescence, biochemical | AID 1347043 | Potency, µM (series often up to 115 µM), for inactives: at the top dose activity change, negative = inhibition, hits mostly inhibitors | 76,000 tested, 2.5% active; also: potency is read from the fitted curve at half-maximal effect; nearly all actives have a fitted effect of over 65% in size
# Target sequence (P08659 whole entry, looked up): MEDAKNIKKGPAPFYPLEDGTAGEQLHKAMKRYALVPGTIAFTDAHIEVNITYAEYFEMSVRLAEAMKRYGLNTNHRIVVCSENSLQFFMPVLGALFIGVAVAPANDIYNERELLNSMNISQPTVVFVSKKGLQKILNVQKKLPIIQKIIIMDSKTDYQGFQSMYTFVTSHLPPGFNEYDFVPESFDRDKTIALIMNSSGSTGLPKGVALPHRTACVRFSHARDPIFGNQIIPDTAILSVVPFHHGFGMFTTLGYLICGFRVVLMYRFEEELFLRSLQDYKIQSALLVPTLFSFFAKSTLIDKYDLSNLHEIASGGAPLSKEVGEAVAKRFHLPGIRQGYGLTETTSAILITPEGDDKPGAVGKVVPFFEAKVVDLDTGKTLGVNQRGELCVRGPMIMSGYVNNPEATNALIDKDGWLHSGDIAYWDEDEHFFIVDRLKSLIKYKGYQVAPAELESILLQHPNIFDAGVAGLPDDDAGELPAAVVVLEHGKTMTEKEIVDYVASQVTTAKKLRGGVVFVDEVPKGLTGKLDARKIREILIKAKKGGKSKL
#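 Inhibitors were tested against purified firefly luciferase in a biochemical, low-substrate format (both substrates at 10uM) and luminescence measured with a CCD imager.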
# GPT2 inhibitor = blocks human glutamate pyruvate transaminase 2; Potency, µM (doses to about 57.7 µM), for the others: at the highest dose activity change, negative = inhibition, usual class: inhibitors; Q8TD30; 100,000 tested, 0.25% active; Recombinant GPT2, coupled pyruvate oxidase/HRP Amplex Red fluorescence; AID 1671188; also: potency is read from the fitted curve at half-maximal effect; nearly all actives have a fitted effect of over 60% in size; many of its hits are not listed in these tables
# Target sequence (Q8TD30 whole entry, looked up): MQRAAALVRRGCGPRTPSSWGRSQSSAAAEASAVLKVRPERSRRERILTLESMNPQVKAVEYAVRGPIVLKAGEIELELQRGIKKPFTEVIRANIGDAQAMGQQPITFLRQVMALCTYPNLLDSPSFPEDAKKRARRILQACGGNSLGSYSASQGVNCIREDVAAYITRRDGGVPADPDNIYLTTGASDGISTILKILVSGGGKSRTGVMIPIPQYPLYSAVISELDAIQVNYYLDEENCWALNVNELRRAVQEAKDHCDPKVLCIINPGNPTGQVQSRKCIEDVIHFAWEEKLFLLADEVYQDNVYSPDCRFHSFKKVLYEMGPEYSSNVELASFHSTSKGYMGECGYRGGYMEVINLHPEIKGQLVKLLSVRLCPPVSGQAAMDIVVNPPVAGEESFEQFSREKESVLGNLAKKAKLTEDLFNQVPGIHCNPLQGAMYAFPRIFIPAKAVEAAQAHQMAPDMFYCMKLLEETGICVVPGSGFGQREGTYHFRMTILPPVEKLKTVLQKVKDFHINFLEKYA
#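 GPT2 10ng/uL, a-KG 250uM, L-Ala 2mM, HEPES pH7.5 + 0.0001% Tween; 30 min RT. Then Amplex mix (PO/HRP/ThPP), 30 min RT dark, fluorescence. AOA 50uM used as positive control.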
# IP6K1 inh = inhibitors of human IP6K1 | Q92551 | IP6K1 kinase, ADP-Glo luminescence, 2 h; hits give low values | activity change, % (series mostly up to about 58 µM) | 140,000 tested, 0.81% active; in the data active = activity change below about -25%
#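 ADP-Glo luminescence measures ADP made by human IP6K1 during a 2 h RT reaction with ATP/IP6 (mix at 1.3 mM/130 uM); top library doses 57.5 and 19.1 uM final.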
# * marks the source's active call; other numbers are inactive results; i = inactive; u = inconclusive; x = no result given; & = joins results of further samples; [ ] = remark or other dose. Unless noted, calls follow the shape of the dose curve; as a rule, active = well fitted curve in the direction sought with a large enough effect; inconclusive = small, poorly fitted or top-dose-only effect, or another doubt; inactive = no such curve, though single readings can be large; an effect the other way counts as inactive or inconclusive. Unless noted, % is scaled to controls: 0 for no effect and ±100 for the full control effect.
# A first look (two entries):
SMILES,HEK cytotox,SNCA expr inh,3T3 cytotox,HEK293 viab,FLuc inh,GPT2 inhibitor,IP6K1 inh
COCCNC(=O)c1cc(-c2ccc(C)cc2)c2nncn2n1,-7%[172 µM],9%[87.6 µM],u,-26%[87.6 µM],x,-9%[88.5 µM],11
Cc1ccc(NC(=O)c2nn(C)c3c2CS(=O)(=O)c2ccccc2-3)c(Cl)c1,x,42%[activator],x,6%,x,x,1

# Main list, from the start:
SMILES,HEK cytotox,SNCA expr inh,3T3 cytotox,HEK293 viab,FLuc inh,GPT2 inhibitor,IP6K1 inh
COCCNC(=O)c1cc(-c2ccc(C)cc2)c2nncn2n1,-7%[172 µM],9%[87.6 µM],u,-26%[87.6 µM],x,-9%[88.5 µM],11
Cc1ccc(NC(=O)c2nn(C)c3c2CS(=O)(=O)c2ccccc2-3)c(Cl)c1,x,42%[activator],x,6%,x,x,1
CC1=C(C(=O)Nc2ccc(F)cc2F)C2(CCCCCC2)OC1=O,x,5%,x,u,x,x,-13
COc1ccc(Nc2cc(C)nc3c(C)c(C)ccc23)cc1,x,27%,x,-28%,x,x,27
O=C(NCc1ccncc1)C1CN(Cc2cccs2)CC12CCOCC2 (configuration not stated),-4%,-6%,4%,9%,-4%,4%,5
CCOC(=O)C1(Cc2ccccc2Cl)CCN(Cc2cccc3c2OCO3)CC1,u,12%,u,-6%,14%,0%,0
Cc1noc(C)c1[S+](=O)([O-])N1CCC2(CC(c3cccc(C(F)(F)F)c3)=NO2)C1 (configuration not stated),1%,22%,3%,0%,x,-1%,1
COc1ccccc1-c1ccc(CN2CCCCC2C(=O)Nc2ccccc2F)cc1 (configuration not stated),u,x,u,x,x,x,21&21
C=CCS(=O)(=O)N1CCC2(CCCN(CCCc3ccccc3)C2=O)C1 (configuration not stated),-2%,2%,-4%,7%,6%,u,-2
Cc1ccc2occ(CC(=O)Nc3ccc(S(=O)(=O)N4CCCC(C)C4)cc3)c2c1 (configuration not stated),x,-24%,x,-14%,x,x,-6
Cn1c(CN2CCC(O)CC2)nnc1C1CCCN(Cc2ccccn2)C1 (configuration not stated),i,-2%,2%,u,-8%,2%,0
Cc1ccc(CNC(=O)N2c3ccccc3CC2c2nc(C3CC3)no2)cc1 (configuration not stated),2%,39%[activator],-5%,-2%,2%,i,23
Cn1c(=O)c2c(nc(CN3CCN(c4ccccc4F)CC3)n2Cc2ccccc2F)n(C)c1=O,x,12%,x,6%,x,x,-2
COc1ccccc1CN1CCCC(CN(CCN(C)C)C(=O)c2cccnc2)C1 (configuration not stated),0%,0%,-24%,-10%,-1%,u,10
O=S(=O)(c1ccccc1)N1CCC(NCC2(O)CNCCOC2)CC1 (configuration not stated),-7%,-25%,-7%,4%,6%,0%,-10
O=C1[C@H](CC[C@H](O)c2ccc(F)cc2)[C@@H](c2ccc(O)cc2)N1c1ccc(F)cc1,x,10%[25.6 µM],x,-11%,x,u,-2&-5
CCOc1ccc(C(=O)NC2CCN(c3cc(-c4ccc(OC)cc4)[nH]n3)CC2)cc1OCC,u,u,0%,u,10%,-6%,15
CC(C)c1cc(C(=O)N2C[C@@H](C)[C@](O)(C3CC3)C2)n[nH]1,2%,-8%,-2%,-1%,-4%,4%,-10
Cc1ccc(C(=O)Nc2ccc(S(=O)(=O)N3CCC(c4nc5ccccc5s4)CC3)cc2)cc1,x,11%,x,6%,x,x,0
Cc1ccc(C)c(N2CCN(C(=O)Cn3nc(C)c4sc5ccccc5c4c3=O)CC2)c1,x,32%[activator],x,7%,x,x,15

# A few values from the list.
# SNCA expr inh with O=S(=O)(c1ccccc1)N1CCC(NCC2(O)CNCCOC2)CC1 (configuration not stated) → -25%
# SNCA expr inh with Cc1ccc2occ(CC(=O)Nc3ccc(S(=O)(=O)N4CCCC(C)C4)cc3)c2c1 (configuration not stated) → -24%
# SNCA expr inh with Cc1noc(C)c1[S+](=O)([O-])N1CCC2(CC(c3cccc(C(F)(F)F)c3)=NO2)C1 (configuration not stated) → 22%
# HEK293 viab with Cc1ccc(NC(=O)c2nn(C)c3c2CS(=O)(=O)c2ccccc2-3)c(Cl)c1 → 6%

# Later entries:
SMILES,HEK cytotox,SNCA expr inh,3T3 cytotox,HEK293 viab,FLuc inh,GPT2 inhibitor,IP6K1 inh
COc1ccc(C2COc3cc(O)ccc3C2)c(O)c1OC (configuration not stated),x,x,x,-28%,x,1%,0
COc1ccccc1CNC(=O)c1cn(C)c2ccc(S(=O)(=O)N3CCC(C)CC3)cc2c1=O,x,-29%,x,2%,x,x,12
CCc1noc(-c2cn(C3CCN(C(=O)c4ccc(F)cc4)CC3)nn2)n1,-6%,-28%,u,9%,4%,-4%,47
CCOC(=O)CCNC(=O)N1CCCN(C(=O)C2CC2)C(c2ccccc2)CC(=O)NCC1 (configuration not stated),-7%,-17%,-20%,5%,-7%,5%,10
Cc1cccc(N2CCN(c3c(CN4CCCC4)c(=O)oc4ccccc34)CC2)c1C,x,-15%,x,9%,x,x,3
O=C(c1ccccc1)N1CCC2(CC1)COc1ccccc1[S+](=O)([O-])N2,1%,-19%,u,5%,x,i,-1
CCCNC(=O)N1CCCC1C(=O)Nc1ccccc1-c1ccc(OC)cc1 (configuration not stated),-5%,-4%,-24%,-8%,-2%,5%,12
Cc1ccc(-c2cn3cc(C(=O)N4CCN(C)CC4)nc3s2)cc1,u,166%[activator],u,1%,x,-13%,9
OCCC1CN(CCOc2ccc(F)cc2)CCN1CC1CCCCC1 (configuration not stated),u,-3%,-18%,7%,8%,-8%,-2
C[C@@H]1CN(S(=O)(=O)c2ccccc2)CC[C@@]1(O)C1CCOCC1,i,3%,i,5%,-5%,-8%,4
O=C(c1ccc(F)cc1)N1CCCN(CCn2nc3n(c2=O)CCCC3)CC1,-5%,x,1%,x,x,x,10
COc1ccc(OC)c(NC(=O)Cn2cc(C(=O)c3cccs3)c3ccccc32)c1,x,u,x,u,x,x,11
CC1=C[C@@H](CNC(=O)C2CCCCC2)[C@H](C(C)C)C[C@H]1Cc1nc2c(C)cccc2[nH]1,u,u,25µM*,u,-6%[172 µM],-14%[88.5 µM],11
CC(C)NC(=O)N1CCC2(CC1)CN(Cc1ccncc1)Cc1ccccc1O2,-15%,14%,-6%,0%,x,3%,-5
CC1=C[C@@H](CNC(=O)NCc2ccccc2)[C@H](C(C)C)C[C@H]1CC(=O)NCc1cccnc1,-13%,-9%,-16%,-5%,2%,4%,-12
Clc1ccc(-c2nnn3c2nc(NC2CCCCC2)c2ccccc23)cc1,x,-6%,x,18%,x,x,-6
COC(=O)c1ccccc1NC(=O)Cn1c(=O)n(CCCC(=O)NCc2ccccc2Cl)c(=O)c2ccccc21,x,-8%,x,-15%,x,x,14
Cn1c(=O)c(=O)n(C)c2cc(C(=O)NCc3ccccc3Cl)ccc21,x,45%[activator],x,9%,x,x,-5
CCCCNC(=O)Cc1csc2nc(C)c(-c3cc(C)n(-c4cc(Cl)ccc4C)n3)c(=O)n12,u,5%,u,6%,-8%,-24%,-4
N#Cc1ccccc1S(=O)(=O)N1CCCC(c2nc3c(nnn3Cc3cccc(Cl)c3)c(=O)[nH]2)C1 (configuration not stated),x,29%,x,-10%,x,x,-18
O=C1CCn2nnc(CNc3cccc(C(F)(F)F)c3)c2CN1Cc1ccccc1,u,5%[87.6 µM],u,-11%[87.6 µM],3%[172 µM],-7%[88.5 µM],-16
O=C(c1cccc2c1CCN2C(=O)Nc1ccccc1)N1CCN(c2ccccc2)CC1,u,54%[activator],-17%,-28%,28µM*,i,-3
Cc1nnc(-c2cc(C(=O)NCc3ccco3)ccn2)n1Cc1cccnc1,u,17%[87.6 µM],-12%[138 µM],26%[87.6 µM],3%[172 µM],u,11
CCCS(=O)(=O)c1ncc(Cl)c(C(=O)Nc2c(C(=O)c3ccccc3)oc3ccccc23)n1,x,14%,x,1%,x,x,7
C#CCNC(=O)c1ccc2nnc(-c3ccc(Cl)cc3)n2c1,-18%[172 µM],6%[87.6 µM],u,u,x,-2%[88.5 µM],8
COc1ccc2ccc(OCc3nc(C(=O)N4CC(N5CCCCC5)C4)co3)cc2c1,u,-18%,u,1%,u,i,1
COc1ccc(CCN2Cc3cc(NC(=O)c4ccccc4)ccc3OC(C)C2=O)cc1 (configuration not stated),u,8%,u,2%,-12%,i,13
Cc1cccc(NC(=O)C2CCN(C(=O)c3ncn4c3COC(c3ccccc3)C4)CC2)c1 (configuration not stated),5%,84%[activator],1%,1%,3.2µM*,i,9
COCCCNC(=O)C1CCCN(c2nn3cc(-c4ccc(C)cc4)nc3s2)C1 (configuration not stated),x,-29%,x,-14%,x,x,22
Cc1ccccc1Oc1c(CCC(=O)NCC2CC2)c(C)nn1-c1ccc(F)cc1,u,u,25µM*,9%,-6%,i,15
CC1=NS(=O)(=O)N(Cc2ccccc2)C=C1C(=O)OCc1nc(-c2ccc(F)cc2)no1,u,u,u,-8%,-2%,-1%,-9
COCCNC(=O)[C@@H]1C[C@@H](O)CN1C1CCN(C(=O)COc2ccccc2)CC1,-22%,-4%,-12%,2%,0%,u,3
COc1ccc(-n2nc(C3CCCN(Cc4cccs4)C3)[nH]c2=O)cc1 (configuration not stated),u,0%,u,-8%,0%,-7%,-2
CC(=O)N1CCN(C(=O)c2ccc3nnc(-c4ccc(F)cc4)n3c2)CC1,5%,0%,-3%,-3%,x,3%,-7
CCCC(=O)N1c2ccccc2-c2nnc(SC)nc2OC1c1sccc1C (configuration not stated),x,-11%,x,3%,x,x,-12
CC(C)NC(=O)N1CCCC1c1noc(CCC(=O)NC2CC2)n1 (configuration not stated),-8%,-2%,-11%,1%,-6%,i,0
CCC(=O)N1CCC([C@H]2[C@@H](OC)C(=O)N2C(C)C)CC1,-6%,-15%,2%,5%,2%,i,14
NC(C(=O)N1CCC2(CC1)CN(C(=O)Cc1cccc(Cl)c1)CCO2)c1ccccc1 (configuration not stated),i,-16%,4%,-11%,x,i,-7
C=CCNC(=O)N[C@H]1C[C@@H](C(=O)N[C@@H](C(=O)OC)C(C)C)N(C(=O)CSC)C1,-10%[172 µM],-3%[87.6 µM],-14%[174 µM],3%[87.6 µM],5%[172 µM],1%[88.5 µM],-9
COCc1noc([C@@H]2CC(F)(F)CN2C(=O)Cc2c(C)noc2C)n1,1%,6%,2%,-16%,-14%,u,1
COc1ccc(-c2nn(-c3ccc(C)cc3C)c(OC(C)=O)c2-c2ccc(NC(C)=O)cc2)c(OC)c1,-30%,6%,u,16%,-7%,u,1
Cc1cccc(C(=O)N2CCCCCC2c2nc(-c3cccnc3)no2)c1 (configuration not stated),u,7%,u,-3%,-6%,3%,24

# One compound at a time, from the list above. Values in the order: HEK cytotox	SNCA expr inh	3T3 cytotox	HEK293 viab	FLuc inh	GPT2 inhibitor	IP6K1 inh
# Listed for Cc1ccc2occ(CC(=O)Nc3ccc(S(=O)(=O)N4CCCC(C)C4)cc3)c2c1 (configuration not stated) → x	-24%	x	-14%	x	x	-6
# Listed for CCOc1ccc(C(=O)NC2CCN(c3cc(-c4ccc(OC)cc4)[nH]n3)CC2)cc1OCC → u	u	0%	u	10%	-6%	15
# Listed for CCCCNC(=O)Cc1csc2nc(C)c(-c3cc(C)n(-c4cc(Cl)ccc4C)n3)c(=O)n12 → u	5%	u	6%	-8%	-24%	-4
